Screens: PubChem, The Scripps Research Institute Molecular Screening Center
procasp3 activ = activates human procaspase-3; hit rate 0.11% among 330,000; P42574; activation, % at 8.5 µM; recombinant procaspase-3 D3A, Ac-DEVD-pNA absorbance 405 nm;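 active = activation above the mean of all tested compounds plus 3 SD, cut at about 21% in these data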;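 note: 0% = DMSO alone and 100% = DMSO wells spiked with extra 5 µM PC-3 D3A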
Target sequence (P42574 whole entry D9A/D28A/D175A): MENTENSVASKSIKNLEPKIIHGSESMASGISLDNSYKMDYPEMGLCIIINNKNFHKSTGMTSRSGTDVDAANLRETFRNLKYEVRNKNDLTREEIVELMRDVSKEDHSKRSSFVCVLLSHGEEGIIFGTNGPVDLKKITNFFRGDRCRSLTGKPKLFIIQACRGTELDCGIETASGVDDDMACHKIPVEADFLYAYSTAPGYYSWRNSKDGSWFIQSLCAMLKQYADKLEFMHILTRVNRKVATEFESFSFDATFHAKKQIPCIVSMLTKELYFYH
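Assay system – Procaspase-3 D3A mutant · Benchmarks – DMSO low control, extra-enzyme high control · Technique – 405 nm absorbance of p-nitroaniline, reads at 0 and 120 min · Doses – 8.5 µM nominal · Measure – % activation between DMSO and enzyme-spiked controls · Also added – Ac-DEVD-pNA chromogenic peptide substrate · Schedule – 1 h compound preincubation, 2 h substrate hydrolysis at 25 °C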
procasp7 counter = activates human procaspase-7, counter-screen for procaspase-3 activators | hit rate 0.093% among 330,000 | recombinant procaspase-7, Ac-DEVD-pNA absorbance 405 nm; D23A/D198A/D206A triple mutant, cannot self-cleave; scale: DMSO 0, 5 µM enzyme 100 | activation, % at 8.5 µM | AID 463210;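 active = percent activation above the screen-wide mean plus 3 SD, cut at about 25% in these data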
Target sequence (P55210 whole entry D23A/D198A/D206A): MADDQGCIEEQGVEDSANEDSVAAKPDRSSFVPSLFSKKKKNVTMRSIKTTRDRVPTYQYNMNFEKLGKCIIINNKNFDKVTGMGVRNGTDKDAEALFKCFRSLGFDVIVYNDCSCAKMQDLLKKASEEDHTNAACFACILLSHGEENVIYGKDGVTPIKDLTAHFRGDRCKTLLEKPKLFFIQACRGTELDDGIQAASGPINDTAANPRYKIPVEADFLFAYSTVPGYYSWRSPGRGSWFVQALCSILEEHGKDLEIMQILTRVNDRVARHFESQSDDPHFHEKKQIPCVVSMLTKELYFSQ
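Assay system: Uncleavable procaspase-7 mutant enzyme; Input: 2 µM procaspase-7 mutant as dispensed; Also added: DEVD-pNA substrate; Medium: Zinc-free HEPES pH 7.4 with 300 mM NaCl, 0.01% Triton X-100; Timing: 1 h compound preincubation, 2 h substrate cleavage, 25 °C; Measured by: Epi-absorbance of released pNA at 405 nm, two timepoints.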
AHR activator = activators of human aryl hydrocarbon receptor. P35869. AHR-responsive luciferase reporter cells, luminescence. activation, % at 5 µM. hit rate 2.5% among 320,000; in the data active = activation above about 47%;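 note: 0% = vehicle wells and 100% = reference agonist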
Fh CTSL1 inh = cathepsin L1 inhibition, PFM18AAP counter-screen; AID 1906; inhibition, % at 5.96 µM; recombinant F. hepatica cathepsin L1, Z-Leu-Arg-MCA fluorescence; hit rate 0.49% among 300,000;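 active = inhibition above the mean of all tested compounds plus 3 SD, set per screening campaign, cut at about 17% in these data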;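 note: 0% = plate median of test compound wells and 100% = 1 µM Z-Phe-Ala-diazomethylketone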
PP5 primary = blocks human protein phosphatase 5 activity; purified PP5c, OMFP substrate fluorescence; inhibition, % at 6.7 µM; hit rate 0.18% among 320,000; AID 1987;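 active = inhibition above the campaign's mean inhibition across all tested compounds plus 3 SD, cut at about 9.5% in these data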;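 note: 0% = DMSO only and 100% = 100 µM cantharidin control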
PAFAH2 FP inh = PAFAH2 (human) inhibition; Q99487; recombinant PAFAH2, FP-rhodamine activity probe, fluorescence polarization; inhibition, % at 3.39 µM; hit rate 0.99% among 340,000; AID 492956;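 active = inhibition above the mean over all tested compounds plus 3 SD, cut at about 30% in these data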;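 note: inhibitors block probe labeling of enzyme so polarization drops; 0% = enzyme with DMSO and 100% = wells lacking PAFAH2 protein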
PP1 counter = PP1-alpha (human) inhibition in PP5 counter-screen; purified PP1alpha, OMFP fluorescence; inhibition, % at 6.7 µM; hit rate 0.9% among 320,000; AID 2235;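 active = inhibition above the mean inhibition of all tested compounds plus 3 SD, computed separately for each screening campaign, cut at about 15% in these data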
Target sequence (P62136 whole entry, looked up): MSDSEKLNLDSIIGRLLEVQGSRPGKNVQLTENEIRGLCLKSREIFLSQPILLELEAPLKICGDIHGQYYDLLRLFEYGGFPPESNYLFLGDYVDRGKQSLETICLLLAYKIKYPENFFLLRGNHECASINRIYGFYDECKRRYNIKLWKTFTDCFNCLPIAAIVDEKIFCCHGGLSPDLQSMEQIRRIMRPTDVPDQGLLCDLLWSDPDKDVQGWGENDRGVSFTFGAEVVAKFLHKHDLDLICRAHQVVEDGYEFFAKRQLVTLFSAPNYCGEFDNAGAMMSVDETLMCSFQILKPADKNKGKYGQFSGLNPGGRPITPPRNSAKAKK
core dimer inh = blocks dimerization of HCV core protein | inhibition, % at 5 µM | hit rate 0.33% among 300,000 | TR-FRET GST/Flag-core106 dimerization, 1536-well;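 active = inhibition above the mean of all tested compounds plus 3 SD, set per screening campaign, cut at about 45% in these data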
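assay system = GST-tagged and Flag-tagged HCV core protein residues 1-106 | controls = unlabelled core106 and no-GST-core106 wells | incubation = compound-protein-antibody incubation 4 h at 22.5 °C | probe or stimulus = Eu donor and XL665 acceptor anti-tag antibodies | read-out = % inhibition based on acceptor/donor emission ratio | signal = TR-FRET 671 and 617 nm emission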
TPT1 inhibitor = C. albicans TPT1 enzyme inhibition | recombinant caTPT1, FP RNA substrate dephosphorylation | inhibition, % at 5 µM | hit rate 0.81% among 300,000;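 active = inhibition above the mean of all tested compounds plus 3 SD, set per screening campaign, cut at about 24% in these data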;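 note: plate controls were DMSO alone for no effect and ferristatin control at 100 nM for full effect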
Starred values were filed as active, the others as inactive.

`CCN(CC)S(=O)(=O)c1cc(NC(=O)NCCCl)ccc1C` gave procasp3 activ -3, procasp7 counter 2, AHR activator 11, Fh CTSL1 inh 0, PP5 primary -1.4, PAFAH2 FP inh -7, PP1 counter -3, core dimer inh 1 and TPT1 inhibitor 2.
CSc1ncccc1C(=O)OCc1ccc(C#N)cc1 was read as procasp3 activ 1, procasp7 counter -2, AHR activator 5, Fh CTSL1 inh 1, PP5 primary 3.9, PAFAH2 FP inh 1, PP1 counter -1, core dimer inh 2 and TPT1 inhibitor -5.
`COc1ccccc1OCC(=O)NNC(=O)CSC(=S)N1CCCC1` gave procasp3 activ 0, procasp7 counter 4, AHR activator 4, PP5 primary -1.2, PAFAH2 FP inh 10 and PP1 counter -5.
For COc1cccc(C(=O)NC2CCN(C(=O)N3c4ccccc4Sc4ccccc43)CC2)c1 the results were procasp3 activ -1, procasp7 counter 2, AHR activator 3, Fh CTSL1 inh -4, PP5 primary 3.2, PAFAH2 FP inh 3, PP1 counter 3, core dimer inh 7 and TPT1 inhibitor -1.
For O=C(c1ccc(Cl)c(S(=O)(=O)N2CCCCC2)c1)N1CCCC1 the results were procasp3 activ 8, procasp7 counter 2, AHR activator -1, Fh CTSL1 inh -2, PP5 primary 2.3, PAFAH2 FP inh 5, PP1 counter -2, core dimer inh -15 and TPT1 inhibitor -1.
Screening CCc1c(C)sc(NC(=O)c2cnn3cccnc23)c1C#N returned procasp3 activ -8, procasp7 counter 3, AHR activator 2, Fh CTSL1 inh 1, PP5 primary -1.3, PAFAH2 FP inh 2, PP1 counter -2, core dimer inh -1 and TPT1 inhibitor -2.
For COC(=O)c1cc(C(=O)Nc2ccc(Cl)cn2)cc([N+](=O)[O-])c1 the results were procasp3 activ 1, procasp7 counter 1, AHR activator -1, Fh CTSL1 inh -4, PP5 primary 3.2, PAFAH2 FP inh -4, PP1 counter 1, core dimer inh 12 and TPT1 inhibitor -4.
`COC(=O)NC1CCS(=O)(=O)C1` (stereo not drawn) gave procasp3 activ 1, procasp7 counter -12, AHR activator -3, Fh CTSL1 inh 0, PP5 primary 1.8, PAFAH2 FP inh 5, PP1 counter -1, core dimer inh 3 and TPT1 inhibitor -1.
CC(=O)c1sc(NC(=O)CSC(C)C(=O)Nc2cc(C)on2)nc1-c1ccccc1 (stereo not drawn) was read as procasp3 activ 0, procasp7 counter 3, AHR activator 2, Fh CTSL1 inh 4, PP5 primary -0.1, PAFAH2 FP inh 1, PP1 counter 2, core dimer inh 10 and TPT1 inhibitor -2.
`Cc1ccc2nc(NC(=O)C3CCN(S(=O)(=O)c4cccnc4)CC3)sc2c1` gave procasp3 activ 2, procasp7 counter 3, AHR activator 13, Fh CTSL1 inh 4, PP5 primary 0.3, PAFAH2 FP inh -5, PP1 counter 2, core dimer inh 26 and TPT1 inhibitor 1.
Screening C=CCN(CC=C)C(=O)c1ccc2nc(Cc3ccc(OC)c(OC)c3)oc2c1 returned procasp3 activ 9, procasp7 counter 5, AHR activator -4, Fh CTSL1 inh -1, PP5 primary 2.6, PAFAH2 FP inh 4, PP1 counter -2, core dimer inh 6 and TPT1 inhibitor 1.
For O=C(COc1ccccc1Cl)NC(=O)NC1CCCCC1 the results were procasp3 activ 5, procasp7 counter 4, AHR activator -3, Fh CTSL1 inh 2, PP5 primary 2.4, PAFAH2 FP inh -1, PP1 counter -1, core dimer inh 1 and TPT1 inhibitor 3.
Cc1ccccc1NS(=O)(=O)c1cccc(C(=O)Nc2cccc(C(=O)O)c2)c1 was read as procasp3 activ 14, procasp7 counter 11, AHR activator 1, Fh CTSL1 inh 1, PP5 primary 1.0, PAFAH2 FP inh 1, PP1 counter 9, core dimer inh 11 and TPT1 inhibitor 1.
O=C1CCC(=O)N1c1ccc(S(=O)(=O)N2CCCC2)cc1 was read as procasp3 activ 2, procasp7 counter 12, AHR activator 1, Fh CTSL1 inh -3, PP5 primary -1.3, PAFAH2 FP inh -4, PP1 counter -2, core dimer inh -1 and TPT1 inhibitor -1.
Screening O=C(Cc1csc(Nc2nc(=S)[nH]c3ccccc23)n1)NCCCN1CCN(c2ccccc2F)CC1 returned procasp3 activ -7, procasp7 counter -6, AHR activator 16, Fh CTSL1 inh 3, PP5 primary 1.1, PAFAH2 FP inh 7, PP1 counter 4, core dimer inh -1 and TPT1 inhibitor 0.
Screening Cc1nnc(N/N=C/c2ccc([N+](=O)[O-])cc2)n1N returned procasp3 activ 1, procasp7 counter 0, AHR activator 8, Fh CTSL1 inh -2, PP5 primary -1.6, PAFAH2 FP inh -6, PP1 counter 1, core dimer inh -3 and TPT1 inhibitor -1.
Screening Cc1ccnc(NC(=O)c2ccc([N+](=O)[O-])o2)c1 returned procasp3 activ -14, procasp7 counter 0, AHR activator 5, Fh CTSL1 inh 1, PP5 primary 1.3, PAFAH2 FP inh 5, PP1 counter 0, core dimer inh 5 and TPT1 inhibitor -6.
Screening CCCCC(=O)OCc1c(-c2cccc(OC)c2)ncc2ccccc12 returned procasp3 activ 2, procasp7 counter 12, AHR activator 3, PP5 primary 3.1, PAFAH2 FP inh 9 and PP1 counter 3.
`Cc1noc(C)c1NC(=O)N(C)C[C@H]1Oc2ccc(NS(=O)(=O)c3ccc(F)cc3)cc2C(=O)N([C@H](C)CO)C[C@@H]1C` gave procasp3 activ 6, procasp7 counter -2, AHR activator -1 and PAFAH2 FP inh 3.
Screening O=c1c2[nH]c3ccc(F)cc3c2ncn1C1CCCCC1 returned procasp3 activ 1, procasp7 counter -3, AHR activator 25, Fh CTSL1 inh -2, PP5 primary -0.7, PAFAH2 FP inh 5, PP1 counter 4, core dimer inh -4 and TPT1 inhibitor -1.
N#C/C(=C\c1ccc(Br)s1)C(=O)N1CCN(c2ccccc2)CC1 was read as procasp3 activ 5, procasp7 counter -1, AHR activator -2, Fh CTSL1 inh 2, PP5 primary 2.2, PAFAH2 FP inh 4, PP1 counter 0, core dimer inh -6 and TPT1 inhibitor 1.
For COc1ccccc1CNCc1cc(Br)ccc1OC the results were procasp3 activ 4, procasp7 counter 0, AHR activator 5, Fh CTSL1 inh -1, PP5 primary 4.4, PAFAH2 FP inh 5, PP1 counter 0, core dimer inh -3 and TPT1 inhibitor -9.
Screening Cc1cccc(Nc2nc(CC(=O)O)cs2)c1 returned procasp3 activ 3, procasp7 counter -11, AHR activator 7, Fh CTSL1 inh 1, PP5 primary 2.1, PAFAH2 FP inh 3, PP1 counter 0, core dimer inh -2 and TPT1 inhibitor -1.
Screening O=C(O)CCC(=O)NNC(=O)COc1ccc2ccccc2c1Br returned procasp3 activ 3, procasp7 counter -1, AHR activator 14, Fh CTSL1 inh -1, PP5 primary -0.6, PP1 counter 6, core dimer inh 6 and TPT1 inhibitor -4.

Pulled one by one from the entries so far (two):
`Cc1noc(C)c1NC(=O)N(C)C[C@H]1Oc2ccc(NS(=O)(=O)c3ccc(F)cc3)cc2C(=O)N([C@H](C)CO)C[C@@H]1C` gave procasp3 activ 6, procasp7 counter -2, AHR activator -1 and PAFAH2 FP inh 3.
Screening Cc1cccc(Nc2nc(CC(=O)O)cs2)c1 returned procasp3 activ 3, procasp7 counter -11, AHR activator 7, Fh CTSL1 inh 1, PP5 primary 2.1, PAFAH2 FP inh 3, PP1 counter 0, core dimer inh -2 and TPT1 inhibitor -1.

Other compounds
For CCOC(=O)C1C(=O)CC(C)(O)C(C(=O)OCC)C1c1cc(Br)ccc1OC (stereo not drawn) the results were procasp3 activ 6, procasp7 counter -8, AHR activator 1, Fh CTSL1 inh -1, PP5 primary 2.3, PAFAH2 FP inh -1, PP1 counter -3, core dimer inh 0 and TPT1 inhibitor 0.
For O=C(Nc1ccc(N2CCN(Cc3ccccc3F)CC2)cc1)c1ccccc1[N+](=O)[O-] the results were procasp3 activ 6, procasp7 counter 12, AHR activator 0, Fh CTSL1 inh 4, PP5 primary 0.2, PAFAH2 FP inh -1, PP1 counter 1, core dimer inh 2 and TPT1 inhibitor -4.
`Cc1oc(-c2ccc(Cl)cc2)nc1CSCC(=O)NCCCN1CCOCC1` gave procasp3 activ 0, procasp7 counter 3, AHR activator 6, Fh CTSL1 inh 1, PP5 primary -0.8, PAFAH2 FP inh -10, PP1 counter -4, core dimer inh -2 and TPT1 inhibitor 0.
For Cn1c(=O)oc2cc(S(=O)(=O)NCc3ccccn3)ccc21 the results were procasp3 activ 0, procasp7 counter 10, AHR activator 0, Fh CTSL1 inh -3, PP5 primary -2.7, PAFAH2 FP inh -2, PP1 counter -1, core dimer inh 4 and TPT1 inhibitor 0.
For CC(C)OCCCNC(=O)c1sc(=S)n(C)c1N the results were procasp3 activ -3, procasp7 counter 0, AHR activator 3, Fh CTSL1 inh 3, PP5 primary -0.1, PAFAH2 FP inh 6, PP1 counter -2, core dimer inh -9 and TPT1 inhibitor -4.
For COc1ccccc1NS(=O)(=O)c1cccc(C(=O)NN=C2CCCCCC2)c1 the results were procasp3 activ -1, procasp7 counter -14, AHR activator 7, Fh CTSL1 inh 3, PP5 primary 1.8, PAFAH2 FP inh 12, PP1 counter -1, core dimer inh -5 and TPT1 inhibitor 1.
CCCCCCn1c(NCC)nc2c1c(=O)[nH]c(=O)n2C was read as procasp3 activ -7, procasp7 counter 11, AHR activator 3, Fh CTSL1 inh 3, PP5 primary -2.3, PAFAH2 FP inh 0, PP1 counter -1, core dimer inh -2 and TPT1 inhibitor -10.
`Cc1ccc(N2CCN(Cc3ccccc3)CC2=O)c(C)c1` gave procasp3 activ -1, procasp7 counter -9, AHR activator 3, Fh CTSL1 inh 2, PP5 primary 2.8, PAFAH2 FP inh 0, PP1 counter 7, core dimer inh -5 and TPT1 inhibitor -2.
For N#CCCN(C(=O)COC(=O)CCc1nc2ccccc2c(=O)[nH]1)c1ccc(F)cc1 the results were procasp3 activ 3, procasp7 counter 18, AHR activator -1, PP5 primary -2.7, PAFAH2 FP inh 3 and PP1 counter -6.
NC(=O)C1CCN(C(=O)Cc2ccsc2)CC1 was read as procasp3 activ -1, procasp7 counter -2, AHR activator 10, Fh CTSL1 inh 11, PP5 primary -4.3, PAFAH2 FP inh 2, PP1 counter 1, core dimer inh -10 and TPT1 inhibitor 2.
O=C(CSc1nnc(Cc2ccccc2)n1Cc1ccccc1)NCc1ccco1 was read as procasp3 activ 7, procasp7 counter 2, AHR activator 2, Fh CTSL1 inh -3, PP5 primary 1.9, PAFAH2 FP inh 4, PP1 counter -1, core dimer inh -1 and TPT1 inhibitor -1.
For CCOc1ccc(NC(=S)Nc2ccc(OCc3ccccc3)cc2)cc1 the results were procasp3 activ -6, procasp7 counter -7, AHR activator 2, Fh CTSL1 inh 3, PP5 primary 0.5, PAFAH2 FP inh 4, PP1 counter 3, core dimer inh -5 and TPT1 inhibitor 0.
For Cc1ccc(NC2CCCCC2NS(=O)(=O)c2ccc(Cl)cc2)cc1 (stereo not drawn) the results were procasp3 activ -2, procasp7 counter -8, AHR activator 4, Fh CTSL1 inh 2, PP5 primary 2.4, PAFAH2 FP inh -4, PP1 counter 4, core dimer inh 12 and TPT1 inhibitor 1.
